Assay outcomes (PubChem BioAssay)
Coupling enz – coupling enzyme interference in Giardia aldolase counter-screen; coupling enzyme system counterscreen, AmpLite Red fluorescence; activity change, negative = inhibition, % at 58.2 µM, hits read low; 290,000 tested, 0.67% active; AID 2472; in the data active = activity change below about -30%
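Activity here indicates interference with the coupling reaction, not aldolase inhibition. Compounds at 57.5 uM final met coupling enzymes for 10 min at RT; substrate and AmpLite Red detection followed, with a 525/598 nm fluorescence read after 20 min.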
Starred values were filed as active, the others as inactive; & = joins results of further samples. % is scaled to controls: 0 for no effect and ±100 for the full control effect. The list is partial, so the mix of outcomes need not match the whole.

Cc1nc2cnc(Oc3cccc(Cl)c3)nc2n(CCc2ccccc2)c1=O
  Coupling enz = -1

COC(=O)[C@@H]1CC[C@H](C)[C@@H](c2ccc(C)cc2)N1C(=O)c1ccc(/C=N\O[C@@H](C)CN2CCCCc3nc(C)c(C)cc32)cc1
  Coupling enz = 1

Clc1cccc(Nc2nnc(-c3ccccc3)c3ccccc23)c1
  Coupling enz = -6

FC(F)(F)c1cc(NC(=S)NC23CC4CC(CC(C4)C2)C3)cc(C(F)(F)F)c1
  Coupling enz = 1

NC(=O)CCCCn1ccc(NC(N)=NCC(F)(F)F)n1
  Coupling enz = 3

C=C[C@@H](C1=CC(=O)C(OC)=C(OC)C1=O)c1ccccc1
  Coupling enz = -45*

CO[C@H]1COC(=O)[C@H](C)COC(=O)[C@@H](Cc2ccccc2)NC(=O)C/C=C\[C@H]1C
  Coupling enz = 2

CC[C@H](C)[C@H](NC(=O)[C@H](CCCNC(=N)N)NC(=O)[C@H](CCCNC(=N)N)NC(=O)[C@H](CC(C)C)NC(=O)[C@H](Cc1ccccc1)NC(=O)CNC(=O)CNC(=O)[C@@H](N)Cc1ccc(O)cc1)C(=O)N[C@@H](CCCNC(=N)N)C(=O)N1CCC[C@H]1C(=O)N[C@@H](CCCCN)C(=O)N[C@@H](CC(C)C)C(=O)N[C@@H](CCCCN)C(=O)N[C@@H](Cc1c[nH]c2ccccc12)C(=O)N[C@@H](CC(=O)O)C(=O)N[C@@H](CC(N)=O)C(=O)N[C@@H](CCC(N)=O)C(=O)O
  Coupling enz = -2

CC(=O)OC[C@H]1O[C@@H](ON=C(C)C)[C@H](OC(C)=O)[C@@H](OC(C)=O)[C@H]1OC(C)=O
  Coupling enz = 4

O=c1c(-c2ccccc2)nc2cnc(N3CCOCC3)nc2n1CCc1ccccc1
  Coupling enz = 3

COc1cc2cc3c4c(cc(OC)c(OC)c4c2cc1OC)CCN3C
  Coupling enz = -45*

CC(=O)OCCN1C(=O)c2c(C)nc3ccc(S(=O)(=O)N4CCOCC4)cc3c2C1=O
  Coupling enz = -1

CC(C)C[C@H](NC(=O)[C@@H](N)Cc1ccccc1)C(=O)N[C@@H](Cc1ccccc1)C(=O)N[C@@H](CCC(N)=O)C(=O)N1CCC[C@H]1C(=O)N[C@@H](CCC(N)=O)C(=O)N[C@@H](CCCN=C(N)N)C(=O)N[C@@H](Cc1ccccc1)C(N)=O
  Coupling enz = 0

CC(=O)NCCNc1nc(-c2cccc(NS(C)(=O)=O)c2)nc2ccccc12
  Coupling enz = 1

COc1ccccc1CNc1cc(-c2ccoc2)ncn1
  Coupling enz = -4

O=C(OCC1OC(OC(=O)c2cc(O)c(O)c(OC(=O)c3cc(O)c(O)c(O)c3)c2)[C@@H](OC(=O)c2cc(O)c(O)c(OC(=O)c3cc(O)c(O)c(O)c3)c2)C(OC(=O)c2cc(O)c(O)c(OC(=O)c3cc(O)c(O)c(O)c3)c2)C1OC(=O)c1cc(O)c(O)c(OC(=O)c2cc(O)c(O)c(O)c2)c1)c1cc(O)c(O)c(OC(=O)c2cc(O)c(O)c(O)c2)c1 (some centres undefined)
  Coupling enz = -23

CCOC(=O)[C@H](N)/C=C(\C)CP(=O)(O)O
  Coupling enz = 2

Cn1cccc1C(=O)N1CCC2(CC1)CN(C(=O)Nc1cccc(F)c1)C2
  Coupling enz = 1

C[C@@]12CC[C@@H]3c4ccc(O)cc4C[C@H](CCCCCCCCCS(=O)CCCC(F)(F)C(F)(F)F)[C@H]3[C@@H]1CC[C@@H]2O (some centres undefined)
  Coupling enz = -2

Cc1onc(-c2c(F)cccc2Cl)c1C(=O)N[C@H]1C(=O)N2[C@H]1SC(C)(C)[C@H]2C(=O)O
  Coupling enz = 0

CCCCC[C@H](O)/C=C/[C@@H]1[C@@H](CC(=O)CCC(=O)O)[C@@H](O)C[C@H]1O
  Coupling enz = 2

CCNc1ncc2nc(-c3cccc(C#N)c3)c(=O)n(Cc3cccc(OC)c3)c2n1
  Coupling enz = 2

NCCCC[C@H](NC(=O)[C@H](Cc1c[nH]c2ccccc12)NC(=O)[C@H](CC(=O)O)NC(=O)[C@H](Cc1cnc[nH]1)NC(=O)[C@H](CO)NC(=O)[C@H](Cc1c[nH]c2ccccc12)NC(=O)[C@H](Cc1cnc[nH]1)NC(=O)[C@@H]1CCC(=O)N1)C(=O)N1CCC[C@H]1C(=O)NCC(N)=O
  Coupling enz = 1

CCCCC[C@H](O)/C=C/C=C\C=C\C=C\[C@@H](O)[C@@H](O)CCCC(=O)O
  Coupling enz = -1

N#Cc1ccc(CN2CCC3(CC2)CCN(C(=O)c2ccncc2)CC3)cc1
  Coupling enz = 0

COc1cccc(C2=Nn3c(nnc3-c3ccc(OC)c(OC)c3)SC2)c1
  Coupling enz = -1

COc1ccccc1-c1cncnc1N(C)Cc1ccco1
  Coupling enz = -1

C[C@H](O/N=C1/[C@H]2O[C@@H]2[C@@H](O)[C@H]2[C@H]1CCn1c(=O)n(-c3ccccc3)c(=O)n12)c1cn([C@H](CO)Cc2ccccc2)nn1
  Coupling enz = 2&1

COc1ccc2[nH]cc(CCNc3nc(-c4c(C)noc4C)nc4ccccc34)c2c1
  Coupling enz = -8

Cn1cccc1C(=O)N1CCC2(CCCN(c3ccccn3)C2)CC1
  Coupling enz = 1

CCCCCCCCCCCCCCCC(=O)OCC(NC(=O)C(Cl)Cl)C(O)c1ccc([N+](=O)[O-])cc1 (centres undefined)
  Coupling enz = -5

O=C1C2=CC[C@H]3C(=O)N(C4CCCCC4)C(=O)[C@@H]3[C@@H]2[C@H](O)[C@@H]2O[C@H]12
  Coupling enz = -2

COc1ccc2[nH]cc(CCNc3ncncc3-c3ccoc3)c2c1
  Coupling enz = -5

COC(=O)NC(c1ccccc1)[C@@]1(C(=O)OC)CCCC1=O (some centres undefined)
  Coupling enz = 0

COc1ccccc1CNc1nc(-c2cccnc2)nc2ccccc12
  Coupling enz = 1

COc1ncc2nc(-c3ccccc3)c(=O)n(C)c2n1
  Coupling enz = 3

CCN(CC)Cc1ccc(Nc2ccnc3cc(Cl)ccc23)cc1O
  Coupling enz = -1

CS(=O)(=O)N1CCC2(CCN(C(=O)Nc3cccc(C#N)c3)CC2)CC1
  Coupling enz = 2

COC(=O)Oc1ccccc1C(=O)O
  Coupling enz = 1

CC[C@H](C)N(C)C(=O)c1cc2ccccc2c(-c2ccccc2Cl)n1
  Coupling enz = 3

CO[C@@H]1COC(=O)[C@H](C)NC(=O)[C@@H](C)COC(=O)[C@H](C)NC(=O)C/C=C\[C@H]1C
  Coupling enz = 0

CCOC(=O)CNC(=O)O[C@@H]1C(=O)c2cc(Br)ccc2O[C@H]1c1ccc2c(c1)OCO2
  Coupling enz = 3

COc1ccc2[nH]cc(CCNc3ncncc3-c3ccccc3C)c2c1
  Coupling enz = 0

CCOC(=O)O[C@]1(C(=O)COC(=O)CC)CC[C@@H]2[C@@H]3CCC4=CC(=O)C=C[C@@]4(C)[C@H]3[C@H](O)C[C@]21C
  Coupling enz = 0

O=C(c1cnccn1)N1CCC[C@@]2(CCN(c3ccccc3)C2)C1
  Coupling enz = 0

COc1ccccc1-c1cncnc1NCc1cnc(C)cn1
  Coupling enz = 0

COc1ccc(-c2nc3cnc(N4CCOCC4)nc3n(C3CC3)c2=O)cc1
  Coupling enz = 3

COc1ccc(C2CC(=O)c3c(O)cc(O[C@H]4OC(COC5OC(C)C(O)C(O)[C@@H]5O)C(O)C(O)C4O)cc3O2)cc1O (some centres undefined)
  Coupling enz = 5

Nc1sc2c(c1C(=O)c1ccc(Cl)cc1)CCCC2
  Coupling enz = -6

COC(=O)NC/C=C\c1nc(CCCO)co1
  Coupling enz = 0

C=CC[C@](C)(Nc1ccc(OC)cc1)C(=O)OCC
  Coupling enz = 3

Cc1ccc(S(=O)(=O)N[C@H]2COC(=O)[C@@H](Cc3ccccc3)NC(=O)[C@@H](C)COC(=O)C/C=C\[C@@H]2C)cc1
  Coupling enz = 1&1

C=C1CC[C@@H]2O[C@@]2(C)CC[C@H]2[C@H]1CC2(C)C
  Coupling enz = 1

C[C@@H](O)C#C[Si](C)(C)c1ccccc1
  Coupling enz = 3

CO[C@@H]1c2cc(F)ccc2/C(=C\CCOC(=O)C/C=C/c2ccccc2)[C@H]1C
  Coupling enz = 4

CC(C)C[C@H](NC(=O)[C@H](CC(C)C)NC(=O)[C@H](Cc1ccccc1)NC(=O)[C@@H](N)CO)C(=O)N[C@@H](CCCNC(=N)N)C(=O)N[C@@H](CC(N)=O)C(=O)N1CCC[C@H]1C(=O)N[C@@H](CC(N)=O)C(=O)N[C@@H](CC(=O)O)C(=O)N[C@@H](CCCCN)C(=O)N[C@@H](Cc1ccc(O)cc1)C(=O)N[C@@H](CCC(=O)O)C(=O)N1CCC[C@H]1C(=O)N[C@@H](Cc1ccccc1)C(=O)O
  Coupling enz = -1

Cn1c(=O)c(-c2cc(F)cc(F)c2)nc2cnc(N3CCOCC3)nc21
  Coupling enz = 4

CN1CC[C@@]2(CCCN(C(=O)c3cc(C(F)(F)F)cc(C(F)(F)F)c3)C2)C1
  Coupling enz = -3

CN(C)c1ccc(-c2cc(N(C)Cc3ccco3)ncn2)cc1
  Coupling enz = 1

CN(C)C(=O)c1ccc(-c2nccc(NCc3cccs3)n2)cc1
  Coupling enz = 4

O=C(O)c1nc2cc(Cl)c(Cl)cc2[nH]c1=O
  Coupling enz = 0

CCNc1ncc2nc(-c3cc(F)cc(F)c3)c(=O)n(CCc3ccccc3)c2n1
  Coupling enz = -10

COc1cc2c3cc1Oc1c(OC)c(OC)cc4c1[C@@H](Cc1ccc(OC(=O)c5ccc([N+](=O)[O-])cc5)c(c1)Oc1ccc(cc1)C[C@@H]3N(C)CC2)N(C)CC4
  Coupling enz = -6&1

Cc1noc(C)c1C(=O)N1CCC2(CC1)CCN(c1cccc(-c3ccccc3)c1)CC2
  Coupling enz = -15

Cc1cccc(CNc2nc(-c3ccc(C(=O)N(C)C)cc3)nc3ccccc23)c1
  Coupling enz = -2

Cc1ccccc1Nc1oc(-c2ccccc2)nc1-c1cccs1
  Coupling enz = 1

CC(=O)OCC(CO)OC(C)=O (centres undefined) (tested in a mixture with another compound)
  Coupling enz = 1

CO[C@H]1COC(=O)[C@H]2CCCN2C(=O)[C@@H](C)COC(=O)C/C=C\[C@@H]1C
  Coupling enz = 0

CO/N=C1\CN(c2nc3c(cc2F)c(=O)c(C(=O)O)cn3C2CC2)CC1CN (centres undefined)
  Coupling enz = -1

C=CCOC[C@@H]1CN2[C@H](c3ccc(Br)cc3)[C@@H](C)CC[C@H]2C(=O)O1
  Coupling enz = 1

O=C(Nc1cccc(F)c1)N1CC2(CCN(C(=O)c3ccco3)CC2)C1
  Coupling enz = 3

COc1cccc(-c2cncnc2NCc2ccccc2OC)c1
  Coupling enz = 3

CCCCCCCC/C=C\CCCCCCCC(=O)N[C@@H](CO)Cc1ccc(O)cc1
  Coupling enz = -6

COc1ccc2c(c1)C(=O)[C@H](OC(=O)NS(=O)(=O)c1ccc(C)cc1)[C@@H](c1ccc(OC)c(Br)c1)O2
  Coupling enz = 1

CN(C)Cc1ccccc1-c1nc(NCc2ccccc2)c2ccccc2n1
  Coupling enz = 5

Cn1cccc1C(=O)N1CCC2(CC1)CCN(C(c1ccccc1)c1ccccc1)CC2
  Coupling enz = -1

CCOc1ccccc1-c1nnc2n1N=C(c1cc(OC)cc(OC)c1)CS2
  Coupling enz = 2

C[N+]1(C)CCc2cc3c(cc2[C@@H]1[C@@H]1C(=O)Oc2c1ccc1c2OCO1)OCO3
  Coupling enz = 1&6

c1ccc(C(c2ccccc2)N2CCC3(CCNCC3)CC2)cc1
  Coupling enz = 5

COc1ccccc1N1CCN(CCn2c(=O)[nH]c3c([nH]c4ccccc43)c2=O)CC1
  Coupling enz = 1

COc1ncc2nc(-c3cc(F)cc(F)c3)c(=O)n(C)c2n1
  Coupling enz = -2

Cc1cccc(CNc2cc(-c3cccc(NS(C)(=O)=O)c3)ncn2)c1
  Coupling enz = -1

COC1OC2COC(c3ccccc3)OC2C(O)C1O (centres undefined)
  Coupling enz = -3

CC(=O)NCCNc1ncnc2ccc(-c3ccccc3C#N)cc12
  Coupling enz = -1

CC[C@H](C)[C@H](N)C(=O)N[C@H](C(=O)N[C@@H](CO)C(=O)N[C@@H](C)C(=O)N[C@H](C(=O)N[C@H](C(=O)NCC(=O)N[C@H](C(=O)N[C@@H](CC(C)C)C(=O)O)[C@@H](C)CC)C(C)C)C(C)C)[C@@H](C)CC
  Coupling enz = 1

CC(C)OC(=O)[C@@H]1CC[C@H](C)[C@@H](CCCC=O)O1
  Coupling enz = 5

CO[C@@H]1COC(=O)C/C=C\[C@H](C)[C@H](OC)COC(=O)[C@H]2CCCN2C(=O)C/C=C\[C@H]1C
  Coupling enz = 2

CCCC[C@H](NC(=O)[C@H](CC(C)C)NC(=O)CNC(=O)[C@@H](NC(=O)[C@H](Cc1ccccc1)NC(=O)[C@H](CO)NC(=O)[C@@H](N)CC(=O)O)C(C)C)C(N)=O
  Coupling enz = 0

O=C(c1cc(C(F)(F)F)cc(C(F)(F)F)c1)N1CCC2(CCN(Cc3ccncc3)CC2)CC1
  Coupling enz = -1

CCN1C(=O)[C@H]2[C@H]3[C@H](O)[C@H](O)C/C(=N/O[C@@H]4O[C@H](COC(C)=O)[C@@H](OC(C)=O)[C@H](OC(C)=O)[C@H]4OC(C)=O)[C@@H]3CC[C@@H]2C1=O
  Coupling enz = 1

COc1cccc(Cn2c(=O)cnc3cnc(OCc4ccccc4)nc32)c1
  Coupling enz = -1

CCCCCCCc1cc2c(cn1)=C(OC)C(C)(OC(C)=O)C(=O)C=2Cl (centres undefined)
  Coupling enz = 1

Pulled by compound from the entries so far:
Cc1cccc(CNc2cc(-c3cccc(NS(C)(=O)=O)c3)ncn2)c1
  Coupling enz = -1

COc1cccc(Cn2c(=O)cnc3cnc(OCc4ccccc4)nc32)c1
  Coupling enz = -1

CC[C@H](C)[C@H](N)C(=O)N[C@H](C(=O)N[C@@H](CO)C(=O)N[C@@H](C)C(=O)N[C@H](C(=O)N[C@H](C(=O)NCC(=O)N[C@H](C(=O)N[C@@H](CC(C)C)C(=O)O)[C@@H](C)CC)C(C)C)C(C)C)[C@@H](C)CC
  Coupling enz = 1

COc1ccccc1N1CCN(CCn2c(=O)[nH]c3c([nH]c4ccccc43)c2=O)CC1
  Coupling enz = 1

CC(C)OC(=O)[C@@H]1CC[C@H](C)[C@@H](CCCC=O)O1
  Coupling enz = 5
